Screens from PubChem.
Pf Dd2 growth = P. falciparum Dd2 growth inhibition; SYBR Green, 72 h; active compounds read low; activity change, % at 10 µM; 2.3% of 94,000 active; AID 1159554; in the data active means activity change below about -80%; inconclusive means no clear call, values can overlap the other calls
GASC1 inh = KDM4C (human) demethylase inhibition. Q9H3R0. GST-KDM4C 2-372, H3K9me3 peptide, LANCE TR-FRET. inhibition, % at 12.5 µM. 0.15% of 96,000 active;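 active means mean replicate inhibition above about 25%, with at least 55% of replicates also reaching it, limit read from the data, passing the limit was not always enough; inconclusive means only one of those two conditions met; inactive means neither condition met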
Target sequence (Q9H3R0 2-372 limits assumed): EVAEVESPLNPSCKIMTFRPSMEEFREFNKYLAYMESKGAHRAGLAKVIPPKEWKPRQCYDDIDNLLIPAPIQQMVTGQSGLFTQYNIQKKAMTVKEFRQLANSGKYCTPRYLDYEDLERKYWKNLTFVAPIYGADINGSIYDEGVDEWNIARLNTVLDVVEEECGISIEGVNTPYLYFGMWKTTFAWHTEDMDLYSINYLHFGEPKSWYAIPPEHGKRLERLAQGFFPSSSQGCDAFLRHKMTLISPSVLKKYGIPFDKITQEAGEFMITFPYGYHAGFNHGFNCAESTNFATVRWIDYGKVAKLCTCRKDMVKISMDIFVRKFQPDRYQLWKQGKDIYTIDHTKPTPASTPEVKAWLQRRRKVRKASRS
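Assay system: GST-GASC-1 enzyme fragment 2-372 | Amount: 10 nM enzyme | Medium: HEPES buffer, pH 7.5, plus ascorbate | Reagent: H3K9me3 peptide substrate, Fe(II), 2-oxoglutarate | Doses: Single-point compound screen | Incubation: 30 min demethylation and 1 h detection at room temperature | Measured by: LANCE TR-FRET, excitation 340 nm, emissions 618 and 671 nm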
C diff growth = inhibitors of Clostridium difficile growth. Clostridium difficile clinical isolate growth, OD600, 24 h; active compounds read low. growth activity, negative = inhibition, % at 16 µg/mL (by protocol). 0.25% of 86,000 active;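 active means mean growth activity at or below -80% and every replicate also at or below -80%; inconclusive means mean at or below -80% but some replicate above -80%; inactive means mean growth activity above -80%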;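 further: 0% = DMSO wells and -100% = levofloxacin 16 µg/mL wells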
T cruzi growth = inhibitors of T. cruzi proliferation; T. cruzi beta-gal in NIH3T3, GalScreen luminescence, 90 h; inhibition, % at 8.34 µM; AID 624255; 5.9% of 77,000 active;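 active means mean inhibition above about 93%, with at least 55% of replicates each passing it, limit read from the data, passing the limit was not always enough; inconclusive means only one of those two conditions holds; inactive means neither condition holds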
* = called active by the depositor; u = inconclusive; x = no result given; & = joins results of further samples.

Structure	GASC1 inh	Pf Dd2 growth	T cruzi growth	C diff growth
CCc1cnc(N2[C@H](C#N)[C@H](c3ccc(-c4cccc(F)c4)cc3)[C@@H]2CO)s1	-2.8	-34	102*	-43
C[C@@H]1CN([C@@H](C)CO)C(=O)c2cc(NS(C)(=O)=O)ccc2O[C@H]1CN(C)S(C)(=O)=O	0.8	32	-41	x
O=C(C[C@@H]1CC[C@@H]2[C@H](COC[C@@H](O)CN2C(=O)c2ccccc2F)O1)N1CCCCC1	-0.3	14	17	x
C[C@@H]1CN([C@H](C)CO)C(=O)c2cc(NC(=O)c3ccncc3)ccc2O[C@@H](C)CCCCO[C@H]1CN(C)C	1.8	-18	25	-1
N#C[C@H]1[C@@H](c2ccccc2-c2cccc(F)c2)[C@@H](CO)N1C(=O)NC1CCCC1	-1.5	-24	x	-5
Cc1ccc(S(=O)(=O)N2[C@@H]3CNC[C@H]2C3c2ccc(-c3ccc(C#N)cc3)cc2)cc1 (some centres not stated)	0.8	-2	x	62
C/C=C/c1ccc2c(c1)O[C@H](CN(C)S(=O)(=O)c1ccc(F)cc1)[C@H](C)CN([C@@H](C)CO)S2(=O)=O	-1.4	2	x	11
COC(=O)C[C@@H]1CC[C@@H]2[C@@H](COc3ccc(NC(=O)c4cc(C)on4)cc3C(=O)N2C)O1	-1.6	-7	-39	2
COc1ccc(NC(=O)Nc2cccc3c2O[C@@H](CN(C)Cc2ccc4c(c2)OCO4)[C@@H](C)CN([C@@H](C)CO)C3=O)cc1	0.2	-2	16	4
O=C(C[C@H]1CC[C@@H]2[C@H](COC[C@H](O)CN2C(=O)Nc2ccccc2)O1)NCc1ccccc1F	3.3	10	-19	x
C[C@@H]1CN([C@H](C)CO)C(=O)c2cc(C#Cc3ccccc3)cnc2O[C@H]1CN(C)C(=O)CN(C)C	1.0	u	7	6
C[C@H](CO)N1C[C@H](C)[C@H](CN(C)CC2CCCCC2)Oc2ccc(NC(=O)c3ccncc3)cc2C1=O	-0.2	-3	-14	-3
COc1ccc(-c2cn(CC[C@@H]3CC[C@H](NC(=O)CCN4CCCCC4)[C@H](CO)O3)nn2)cc1	0.8	2	-5	x
COCCNC(=O)[C@H]1[C@H](CO)[C@H]2Cn3c(cccc3=O)[C@@H]1N2Cc1cc(F)ccc1F	-1.2	-15	4	2
COc1ccc(CN(C)C[C@@H]2OCCCC[C@@H](C)Oc3ccc(NC(=O)Nc4cccc5ccccc45)cc3C(=O)N([C@H](C)CO)C[C@H]2C)cc1	x	-71	87	25
Cc1noc(C)c1NC(=O)N(C)C[C@@H]1OCCCC[C@H](C)Oc2ccc(NS(C)(=O)=O)cc2C(=O)N([C@@H](C)CO)C[C@@H]1C	1.6	-8	30	1
CCCNC(=O)C[C@@H]1CC[C@H]2[C@H](COc3ccc(NC(=O)c4cccc(C(F)(F)F)c4)cc3C(=O)N2C)O1	0.1	-12	10	-1
COc1ccc(CN(C)C[C@H]2OCCCC[C@H](C)Oc3ccc(NC(=O)NC4CCCCC4)cc3C(=O)N([C@@H](C)CO)C[C@H]2C)cc1	-0.9	-69	35	0
CCC(=O)N1CC2(CCN(C(=O)CN3CCOCC3)CC2)c2c([nH]c3cc(OC)ccc23)[C@H]1CO	1.3	9	x	1
CNC[C@H]1Oc2ccc(NC(=O)Cc3cn(C)c4ccccc34)cc2C(=O)N([C@@H](C)CO)C[C@H]1C	-1.4	10	4	-5
Cc1ccc(-c2ccc([C@H]3[C@H](CO)N4CCCCN(C(=O)c5ccncc5)C[C@@H]34)cc2)cc1	-0.5	27	58	-9
COc1ccccc1-c1cnc2c(c1)C(=O)N([C@@H](C)CO)C[C@H](C)[C@H](CN(C)Cc1ccc(C(=O)O)cc1)O2	-1.1	18	20	1
O=S(=O)(c1ccc(F)cc1)N1CC[C@H]2[C@H](CO)Nc3ccc(-c4ccccc4F)cc3[C@H]21	-1.1	-28	26	-20
O=C(Cc1ccccn1)N[C@@H]1CC[C@H](CCNS(=O)(=O)c2cccc(F)c2)O[C@H]1CO	0.0	-1	-40	x
C[C@@H]1CN([C@@H](C)CO)C(=O)Cc2cc(NC(=O)C3CCCCC3)ccc2O[C@@H]1CN(C)Cc1ccc(C(F)(F)F)cc1	-0.1	-2	84	72
COc1ccc2c3c(n(C)c2c1)[C@@H](CO)N(C)CC31CN(CC2CC2)C1	0.3	30	x	1
CO[C@@H]1CN(C)C(=O)c2cc(NC(=O)C3CCOCC3)ccc2OC[C@@H](C)N(CC2CC2)C[C@@H]1C	0.7	-36	99*	x
COc1ccc(S(=O)(=O)Nc2ccc3c(c2)C(=O)N([C@H](C)CO)C[C@@H](C)[C@@H](CN(C)C(=O)c2ccncc2)OCCCC[C@H](C)O3)cc1	-0.2	21	26	-14
C[C@@H]1CN([C@@H](C)CO)C(=O)Cc2cc(NC(=O)Nc3ccc4c(c3)OCO4)ccc2O[C@H]1CN(C)C(=O)Nc1ccc2c(c1)OCO2	2.3	3	x	-4
CCCC#Cc1cnc2c(c1)C(=O)N([C@H](C)CO)C[C@H](C)[C@@H](CN(C)C(=O)Cc1ccncc1)O2	-0.2	-37	-11	-4

3 entries already listed, ordered by molecular weight, rising.
Structure	GASC1 inh	Pf Dd2 growth	T cruzi growth	C diff growth
CCCC#Cc1cnc2c(c1)C(=O)N([C@H](C)CO)C[C@H](C)[C@@H](CN(C)C(=O)Cc1ccncc1)O2	-0.2	-37	-11	-4
CCCNC(=O)C[C@@H]1CC[C@H]2[C@H](COc3ccc(NC(=O)c4cccc(C(F)(F)F)c4)cc3C(=O)N2C)O1	0.1	-12	10	-1
COc1ccc(CN(C)C[C@@H]2OCCCC[C@@H](C)Oc3ccc(NC(=O)Nc4cccc5ccccc45)cc3C(=O)N([C@H](C)CO)C[C@H]2C)cc1	x	-71	87	25

Next section:
Structure	GASC1 inh	Pf Dd2 growth	T cruzi growth	C diff growth
Cc1ccc(S(=O)(=O)N[C@@H]2C=C[C@H](CC(=O)N3CCN(c4ccccc4)CC3)O[C@H]2CO)cc1	0.2	4	48	1
CN(C)CC(=O)N1CCCCN2[C@H](CO)[C@@H](c3ccc(/C=C/c4ccccc4)cc3)[C@@H]2C1	-1.8	-17	-21	6
Cc1noc(C)c1NC(=O)N(C)C[C@H]1Oc2c(NS(=O)(=O)c3cn(C)cn3)cccc2C(=O)N([C@H](C)CO)C[C@H]1C	1.3	4	80	-4
CO[C@H]1CN(C)C(=O)c2cc(NC(C)=O)ccc2OC[C@H](C)N(Cc2cccc(F)c2)C[C@@H]1C	0.3	-17	57	-9
O=C(O)C[C@H]1CC[C@@H](NC(=O)c2ccccc2F)[C@H](CO)O1	0.1	21	x	-1
CCC(=O)N[C@H]1CC[C@H](CCn2cc(-c3cccc(OC)c3)nn2)O[C@@H]1CO	1.0	-13	-18	3
CCCNC(=O)N1CC2(CCN(C(=O)CN(C)C)CC2)c2c(n(C)c3cc(OC)ccc23)[C@@H]1CO	-2.0	-40	x	2
CC(=O)N1CC2(C1)[C@@H](c1ccc(-c3ccc(F)cc3)cc1)[C@@H](CO)N2CC1CC1	-0.8	-10	x	-8
COc1ccc(NC(=O)N[C@H]2CC[C@H](CCNC(=O)CN3CCOCC3)O[C@@H]2CO)cc1	-0.7	8	-32	-4
Cc1ccc(S(=O)(=O)N(C)C[C@H]2OCCCC[C@H](C)Oc3ccc(NC(=O)CCC(F)(F)F)cc3C(=O)N([C@H](C)CO)C[C@H]2C)cc1	-0.5	-65	x	x
COCC(=O)N(C)C[C@H]1Oc2cc(C3=CCCC3)ccc2S(=O)(=O)N([C@@H](C)CO)C[C@@H]1C	0.5	8	x	-1
O=C(C1CC1)N1CC(=O)N2[C@H](CO)[C@H](c3ccc(-c4ccccc4F)cc3)[C@H]2C1	0.2	-51	x	-12
Cc1noc(C)c1NC(=O)Nc1ccc2c(c1)C(=O)N([C@@H](C)CO)C[C@@H](C)[C@H](CN(C)Cc1ccccc1)OCCCC[C@@H](C)O2	1.0	1	59	x
CC(=O)N(C)C[C@H]1Oc2ncc(-c3cccc(C#N)c3)cc2C(=O)N([C@@H](C)CO)C[C@H]1C	0.4	24	-25	1
C[C@H](CO)N1C[C@H](C)[C@@H](CN(C)S(C)(=O)=O)Oc2cc(-c3ccccc3)ccc2S1(=O)=O	3.5	-30	60	-2
CCc1sc(N2[C@H](C#N)[C@@H](c3ccccc3-c3ccc(F)cc3)[C@@H]2CO)nc1C	-1.7	0	x	-11
O=C(C[C@H]1CC[C@@H]2[C@H](COC[C@H](O)CN2Cc2ccccc2)O1)N[C@H]1CCN(Cc2ccccc2)C1	0.7	-2	33	2
C[C@@H]1CCCCO[C@@H](CN(C)Cc2ccc(C(F)(F)F)cc2)[C@@H](C)CN([C@@H](C)CO)C(=O)c2cc(NC(=O)Nc3ccc(F)cc3)ccc2O1	-1.6	15	108*	x
COc1ccccc1-c1cn(CC[C@@H]2CC[C@@H](NC(=O)C3CCOCC3)[C@@H](CO)O2)nn1	-0.5	13	-34	x
COc1cccc(-c2cn(CC[C@H]3CC[C@@H](NC(C)=O)[C@@H](CO)O3)nn2)c1	-0.8	-9	58	-2
CO[C@H](CN(C)Cc1cc(F)ccc1F)[C@H](C)CN([C@H](C)CO)S(=O)(=O)c1ccc(C)cc1	1.2	-8	21	x
C[C@@H]1CN([C@H](C)CO)C(=O)c2cc(C#CCc3ccccc3)cnc2O[C@H]1CN(C)Cc1cccc(C(=O)O)c1	-2.2	-40	-26	-7
C[C@@H]1CCCCO[C@@H](CN(C)C(=O)Nc2cccc3ccccc23)[C@H](C)CN([C@H](C)CO)C(=O)c2cc(NC(=O)c3ccccc3)ccc2O1	-1.6	-59	103*	0
CCc1cnc(N2[C@H](CO)[C@@H](c3ccccc3)[C@@H]2C#N)s1	-0.5	-2	2	8
COC(=O)C[C@@H]1CC[C@@H]2[C@@H](COc3ccc(NS(=O)(=O)c4ccccc4Cl)cc3C(=O)N2C)O1	1.5	x	6	2
COCC(=O)N1CCCCN2[C@H](CO)[C@H](c3ccc(C#Cc4cccnc4)cc3)[C@@H]2C1	0.6	-20	76	-3
O=C(C[C@@H]1CC[C@H]2[C@@H](COC[C@@H](O)CN2Cc2ccncc2)O1)NCC1CC1	1.4	-6	20	0
C[C@H](NC(=O)C[C@H]1CC[C@@H]2[C@H](COC[C@@H](O)CN2Cc2ccc(C(F)(F)F)cc2)O1)c1ccccc1	3.0	17	35	9&-5
Cc1noc(C)c1NC(=O)Nc1ccc2c(c1)CC(=O)N([C@H](C)CO)C[C@H](C)[C@H](CN(C)C(=O)Nc1c(C)noc1C)O2	8.5	30	-4	10
COCC#Cc1cnc2c(c1)C(=O)N([C@H](C)CO)C[C@@H](C)[C@@H](CN(C)S(=O)(=O)c1cn(C)cn1)O2	0.1	19	-52	-2

Structure	GASC1 inh	Pf Dd2 growth	T cruzi growth	C diff growth
C[C@@H]1CN([C@@H](C)CO)C(=O)Cc2cc(N(C)C)ccc2O[C@@H]1CN(C)CC1CC1	1.8	-18	x	5
CC(C)NC(=O)Nc1ccc2c(c1)C(=O)N([C@@H](C)CO)C[C@@H](C)[C@H](CN(C)C(=O)NC(C)C)O2	1.7	0	54	-1
COc1cccc(-c2ccc3c(c2)[C@@H]2[C@@H](CCN2C(=O)c2cnccn2)[C@@H](CO)N3)c1	-1.3	-2	54	6
COc1ccc2c3c(n(C)c2c1)[C@@H](CO)N(C(=O)Nc1ccc(F)cc1)CC31CCN(C(=O)c2ccccc2F)CC1	-0.8	-85*	x	-13
Cc1ccc(S(=O)(=O)NCC[C@@H]2CC[C@H](NC(=O)C3CCOCC3)[C@H](CO)O2)cc1	0.5	-5	2	0
CCNC(=O)C[C@@H]1CC[C@@H]2[C@H](COC[C@@H](O)CN2C(=O)C2CCCC2)O1	2.3	2	-4	x

Entries listed so far containing a COOH group (three):
Structure	GASC1 inh	Pf Dd2 growth	T cruzi growth	C diff growth
COc1ccccc1-c1cnc2c(c1)C(=O)N([C@@H](C)CO)C[C@H](C)[C@H](CN(C)Cc1ccc(C(=O)O)cc1)O2	-1.1	18	20	1
O=C(O)C[C@H]1CC[C@@H](NC(=O)c2ccccc2F)[C@H](CO)O1	0.1	21	x	-1
C[C@@H]1CN([C@H](C)CO)C(=O)c2cc(C#CCc3ccccc3)cnc2O[C@H]1CN(C)Cc1cccc(C(=O)O)c1	-2.2	-40	-26	-7
